Rad51 HR inh: blocks human Rad51 in homologous recombination. inhibition, % at 10 µM. hRad51 DNA strand exchange, fluorescence dequenching. 0.085% of 200,000 active;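 active = inhibition above 40% at the single screening dose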;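 also: 0% = DMSO control wells and 100% = blanks with heterologous ssDNA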
Target sequence (Q06609 whole entry, looked up): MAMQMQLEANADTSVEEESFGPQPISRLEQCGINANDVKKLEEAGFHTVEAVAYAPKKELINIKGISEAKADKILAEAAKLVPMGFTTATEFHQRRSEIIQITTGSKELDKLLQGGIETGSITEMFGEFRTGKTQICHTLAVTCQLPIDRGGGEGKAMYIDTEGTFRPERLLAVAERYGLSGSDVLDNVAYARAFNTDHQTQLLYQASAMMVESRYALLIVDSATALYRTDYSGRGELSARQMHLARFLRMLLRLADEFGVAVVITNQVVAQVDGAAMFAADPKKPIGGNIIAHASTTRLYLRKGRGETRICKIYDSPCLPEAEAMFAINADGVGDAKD
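Test system – preformed human Rad51 ssDNA filaments · Reagent – Donor/quencher-labelled 47-bp dsDNA substrate · Incubation – 37 °C 15-min filament assembly, 30-min compound preincubation, 15-min exchange · Signal – FRET fluorescence dequenching, excitation 485 nm, emission 520 nm · Read-out – percent inhibition from fluorescence, normalised to plate control and blank means · Benchmarks – plate control and blank wells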
TbHK1 inh: blocks Trypanosoma brucei hexokinase 1 activity; recombinant TbHK1, G6PDH-coupled NADH A340; inhibition, % at 10 µM; 0.11% of 220,000 active; AID 1430;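 active = inhibition of 50% or more in the single-dose primary screen; inactive = inhibition below 50%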
zVAD death inh: L929 zVAD cell death inhibition; L929 zVAD necroptosis rescue, ATP luminescence, 24 h; with zVAD 60 µM; viability rescue, % at 10 µM; 0.38% of 220,000 active; AID 1377;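 active = activation, scaled between plate controls, above about 75%, limit read from the data; inactive = activation under that limit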;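 also: 0% = zVAD with DMSO and 100% = DMSO alone without zVAD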
eIF4E-4G inh: eIF4E/eIF4G interaction inhibition in translation initiation. P63073+Q04637. TR-FRET eIF4E-eIF4GI(517-606) binding, 2 h. inhibition, % at 21.7 µM. 0.37% of 220,000 active. AID 782;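 active = inhibition above about 30%, limit read from the data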;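 also: 0% = full FRET control wells and 100% = background wells lacking eIF4GI fragment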
EP2 mod: EP2 receptor (human) modulation; P43116; EP2-expressing cells, cAMP HTRF FRET, PGE2 co-stimulation; induction, % at 25 µM; 0.83% of 260,000 active;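 active = compounds whose cAMP rise, as percent of the full-agonist control response, exceeds 60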;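 also: rat C6 glioma line stably carrying human EP2 under a CMV promoter; the protocol text gives 20 µM as final concentration; 100% = response of wells given 1 µM PGE2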
Target sequence (P43116 whole entry, looked up): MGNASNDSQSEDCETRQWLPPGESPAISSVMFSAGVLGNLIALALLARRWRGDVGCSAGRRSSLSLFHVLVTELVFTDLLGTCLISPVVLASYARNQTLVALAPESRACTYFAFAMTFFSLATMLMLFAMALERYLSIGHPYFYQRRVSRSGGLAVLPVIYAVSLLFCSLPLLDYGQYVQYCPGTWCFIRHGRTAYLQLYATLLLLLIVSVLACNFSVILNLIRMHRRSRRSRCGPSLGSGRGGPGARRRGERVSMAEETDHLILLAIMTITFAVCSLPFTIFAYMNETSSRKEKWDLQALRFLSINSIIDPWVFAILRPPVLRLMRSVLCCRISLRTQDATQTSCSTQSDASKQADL
Hck Nef HTS: inhibitors of human Hck kinase activated by Nef. 0.68% of 220,000 active. AID 463187. inhibition, % at 20 µM. Recombinant Hck-YEEI plus Nef, Z-Lyte FRET kinase assay;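 active = Hck-Nef kinase inhibition above about 50%, limit read from the data; inactive = inhibition below that limit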;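 also: 0% = DMSO with Hck plus Nef and 100% = Hck alone without Nef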
14-3-3 Bad PPI: disrupts binding of bovine 14-3-3 zeta to phospho-Bad peptide; TR-FRET 14-3-3zeta/Dy647-pBad peptide displacement, 1 h; 0.71% of 220,000 active; P63103; inhibition, % at 21.7 µM;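 active = inhibition above about 70%, limit read from the data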;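 also: 0% = full 14-3-3 plus peptide FRET controls and 100% = background without 14-3-3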
m-calpain inh: blocks pig calpain II enzyme activity | purified calpain II, fluorogenic peptide substrate, 30 min | inhibition, % at 16 µM | 0.37% of 220,000 active;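 active = inhibition above about 50%, limit read from the data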
PGE2 EP2 inh: blocks the human prostaglandin E2 receptor EP2; C6 glioma cells expressing human EP2, cAMP TR-FRET; cells stimulated with saturating PGE2; 0.52% of 260,000 active; inhibition, % at 25 µM;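 active = percent inhibition above 40 after rounding to a whole number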;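 also: rat C6 glioma host cells with rolipram phosphodiesterase inhibitor present; the protocol text gives 20 µM as final concentration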
* hit, by the source's call; [ ] = dose if it differs, or a comment. Not all compounds are listed; rates above refer to the full screens.

| smiles | Rad51 HR inh | TbHK1 inh | zVAD death inh | eIF4E-4G inh | EP2 mod | Hck Nef HTS | 14-3-3 Bad PPI | m-calpain inh | PGE2 EP2 inh |
| --- | --- | --- | --- | --- | --- | --- | --- | --- | --- |
| CCOc1cc(CN2CCN(CCc3ccccc3)C(CCO)C2)ccc1OC (stereo not given) | -26 | -8 | -0.8 | -1 | 21 | 4 | 1 | -26 | 4 |
| O=C1OC(Nc2ccc(F)c([N+](=O)[O-])c2)c2ccccc21 (stereo not given) | 15 | -5 | -0.1 | 3 | -15 | -1 | 3 | 10 | 2 |
| O=C(NCc1ccccn1)c1cccc(NS(=O)(=O)c2cccc(F)c2)c1 | -1 | 1 | 0.4 | 17[fluorescence artefact?] | 15 | 6 | -19[fluorescence artefact?] | -4 | 2 |
| c1ccc(Cn2nnnc2-c2ccco2)cc1 | -3 | -1 | -0.2 | 2 | -3 | 3 | 0 | 14 | 10 |
| Cc1cccc(-c2noc(-c3ccc(F)cc3)n2)c1 | 3 | 2 | 0.1 | 1 | 21 | 6 | -5[fluorescence artefact?] | 0 | 4 |
| Cc1cccc(C)c1NC(=S)N(C)CCc1ccccn1 | 2 | 1 | 1.5 | 4[fluorescence artefact?] | 11 | 0 | -4[fluorescence artefact?] | 2 | 7 |
| Nc1c(-c2ccccc2)c(CSc2nc3ccccc3[nH]2)nn1-c1ccc(C(=O)O)cc1 | 14 | 0 | 0.6 | 1 | -8 | 1 | -1[fluorescence artefact?] | -31 | 4 |
| O=C(C1CCCN(S(=O)(=O)c2ccc(Br)s2)C1)N1CCCCCC1 (stereo not given) | 4 | 0 | -0.3 | 0 | -8 | 0 | 5 | -22 | 10 |

Following part.
| smiles | Rad51 HR inh | TbHK1 inh | zVAD death inh | eIF4E-4G inh | EP2 mod | Hck Nef HTS | 14-3-3 Bad PPI | m-calpain inh | PGE2 EP2 inh |
| --- | --- | --- | --- | --- | --- | --- | --- | --- | --- |
| CCOC(=O)CC(=O)CSc1nnc(Cn2c(=O)sc3ccccc32)n1C | -8 | 1 | -0.6 | -5 | 3 | -1 | 8 | -10 | 4 |
| Nc1[nH]nc2nc3ccccc3cc12 | -1 | -3 | 20 | 0 | -16 | 32 | -4 | -4 | 4 |
| CCCOc1ccc(C2/C(=C(\O)c3c(C)[nH]c(C(=O)OC)c3C)C(=O)C(=O)N2CCN(C)C)cc1 (stereo not given) | -6 | -41 | 1.2 | -11 | 1 | 1 | 31 | 30 | 6 |
| CN1CCN(C(=O)c2ccc3c(c2)NC(=O)C(N2CCOCC2)S3)CC1 (stereo not given) | -3 | -1 | 1.7 | 5 | 26 | 1 | 4 | 7 | 5 |
| O=C(O)CNc1nc(-c2ccccc2)c2cc([N+](=O)[O-])ccc2n1 | -4 | -18 | 0.9 | 3 | 28 | 2 | 7[fluorescence artefact?] | -4 | 1 |
| CC(C)CCOc1ccc(C2CC(=O)N(C)C2=O)cc1 (stereo not given) | 10 | -3 | 8.2 | 1 | 16 | 34 | -6 | -20 | 15 |
| COC(=O)c1nn(-c2ccc(C)cc2)c2nnc(Cc3ccccc3)c(=O)n12 | 5 | -7 | 1.3 | 15[fluorescence artefact?] | -2 | -2 | -9 | 4 | 5 |
| O=C1C2C3c4ccccc4C(c4ccccc43)C2C(=O)N1c1cccc2cccnc12 (stereo not given) | -9 | -1 | -0.1 | 0 | -12 | 1 | 1 | 7 | 6 |

Remaining list, next part.
Labels used below: A = Rad51 HR inh; B = TbHK1 inh; C = zVAD death inh; D = eIF4E-4G inh; E = EP2 mod; F = Hck Nef HTS; G = 14-3-3 Bad PPI; H = m-calpain inh; I = PGE2 EP2 inh
SMILES: Cc1ccc(C)c(N(C)C(=O)c2coc(=O)c3ccccc23)c1
  A: -2 | B: -3 | C: -0.2 | D: -2 | E: 27 | F: 1 | G: -11 | H: -1 | I: 2

SMILES: Cc1noc(C)c1CSc1nnc(-c2ccccc2F)n1CCc1ccccc1
  A: 20 | B: 1 | C: -0.3 | D: 1 | E: 2 | F: 0 | G: 1[fluorescence artefact?] | H: -2 | I: 2

SMILES: NC(CC(=O)O)c1ccc(Br)cc1 (stereo not given)
  A: -6 | B: -2 | C: -0.8 | D: -3 | E: 26 | F: 1 | G: 0 | H: 16 | I: 5

SMILES: O=C1CN(c2ccc(Cl)cc2)C2(CCCCC2)S1
  A: 10 | B: 33 | C: -0.3 | D: -3 | E: 32 | F: 3 | G: -13 | H: 12 | I: 6

SMILES: Cc1cc(S(=O)(=O)NCC(C)C)ccc1OCC(=O)NCC1CCCO1 (stereo not given)
  A: 5 | B: 30 | C: -0.1 | D: -3[fluorescence artefact?] | E: -3 | F: 0 | G: -16[fluorescence artefact?] | H: -6 | I: 8

SMILES: CC(=O)c1c(C)nc(-c2ccc(OCC(=O)Nc3ccccc3)cc2)n1O
  A: 33 | B: -8 | C: 3.2 | D: -2 | E: 26 | F: -6 | G: -11 | H: 11 | I: 3

SMILES: COC(=O)c1cn(C(=O)c2ccccc2Cl)c2ccccc12
  A: 20 | B: -11 | C: 0.8 | D: 0 | E: 50 | F: -2 | G: -3 | H: -2 | I: 4

For reference, 11 of the compounds above:
Labels used below: A = Rad51 HR inh; B = TbHK1 inh; C = zVAD death inh; D = eIF4E-4G inh; E = EP2 mod; F = Hck Nef HTS; G = 14-3-3 Bad PPI; H = m-calpain inh; I = PGE2 EP2 inh
SMILES: Nc1[nH]nc2nc3ccccc3cc12
  A: -1 | B: -3 | C: 20 | D: 0 | E: -16 | F: 32 | G: -4 | H: -4 | I: 4

SMILES: CCCOc1ccc(C2/C(=C(\O)c3c(C)[nH]c(C(=O)OC)c3C)C(=O)C(=O)N2CCN(C)C)cc1 (stereo not given)
  A: -6 | B: -41 | C: 1.2 | D: -11 | E: 1 | F: 1 | G: 31 | H: 30 | I: 6

SMILES: CN1CCN(C(=O)c2ccc3c(c2)NC(=O)C(N2CCOCC2)S3)CC1 (stereo not given)
  A: -3 | B: -1 | C: 1.7 | D: 5 | E: 26 | F: 1 | G: 4 | H: 7 | I: 5

SMILES: O=C(O)CNc1nc(-c2ccccc2)c2cc([N+](=O)[O-])ccc2n1
  A: -4 | B: -18 | C: 0.9 | D: 3 | E: 28 | F: 2 | G: 7[fluorescence artefact?] | H: -4 | I: 1

SMILES: CC(C)CCOc1ccc(C2CC(=O)N(C)C2=O)cc1 (stereo not given)
  A: 10 | B: -3 | C: 8.2 | D: 1 | E: 16 | F: 34 | G: -6 | H: -20 | I: 15

SMILES: COC(=O)c1nn(-c2ccc(C)cc2)c2nnc(Cc3ccccc3)c(=O)n12
  A: 5 | B: -7 | C: 1.3 | D: 15[fluorescence artefact?] | E: -2 | F: -2 | G: -9 | H: 4 | I: 5

SMILES: O=C1C2C3c4ccccc4C(c4ccccc43)C2C(=O)N1c1cccc2cccnc12 (stereo not given)
  A: -9 | B: -1 | C: -0.1 | D: 0 | E: -12 | F: 1 | G: 1 | H: 7 | I: 6

SMILES: Cc1ccc(C)c(N(C)C(=O)c2coc(=O)c3ccccc23)c1
  A: -2 | B: -3 | C: -0.2 | D: -2 | E: 27 | F: 1 | G: -11 | H: -1 | I: 2

SMILES: Cc1noc(C)c1CSc1nnc(-c2ccccc2F)n1CCc1ccccc1
  A: 20 | B: 1 | C: -0.3 | D: 1 | E: 2 | F: 0 | G: 1[fluorescence artefact?] | H: -2 | I: 2

SMILES: NC(CC(=O)O)c1ccc(Br)cc1 (stereo not given)
  A: -6 | B: -2 | C: -0.8 | D: -3 | E: 26 | F: 1 | G: 0 | H: 16 | I: 5

SMILES: O=C1CN(c2ccc(Cl)cc2)C2(CCCCC2)S1
  A: 10 | B: 33 | C: -0.3 | D: -3 | E: 32 | F: 3 | G: -13 | H: 12 | I: 6
